DT40 TDP1 CPT: qHTS for Inhibitors of human tyrosyl-DNA phosphodiesterase 1 (TDP1): qHTS in cells in presence of CPT. chicken DT40 Tdp1-/-;hTDP1 cells + 20 nM CPT, ATP luminescence, 48 h. Potency, µM (highest dose often 46.2 µM), inactives show at the highest dose activity change, negative = growth inhibition, hits mostly inhibitors. 12% of 420,000 active; note: nearly all actives have a fitted effect of over 55% in size
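Chicken DT40 Tdp1-/- cells stably complemented with human TDP1 were seeded at 400 cells/well in medium containing 20 nM camptothecin, exposed to pin-transferred compounds, and grown at 37 °C for at least 48 hr. Viability was read as ATP luminescence.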
TDP1 inh: qHTS Assay for Inhibitors of Tyrosyl-DNA Phosphodiesterase (TDP1) | Tyrosyl-DNA phosphodiesterase 1 (Homo sapiens), Q9NUW8 | recombinant TDP1, AlphaScreen DNA substrate cleavage | Potency, µM (titrated, usually from 130 µM), for inactives: top-dose activity change, negative = inhibition, hits mostly inhibitors | 0.28% of 350,000 active | AID 485290, 2010; note: nearly all actives have a fitted effect of over 40% in size
Target sequence (Q9NUW8 whole entry, looked up): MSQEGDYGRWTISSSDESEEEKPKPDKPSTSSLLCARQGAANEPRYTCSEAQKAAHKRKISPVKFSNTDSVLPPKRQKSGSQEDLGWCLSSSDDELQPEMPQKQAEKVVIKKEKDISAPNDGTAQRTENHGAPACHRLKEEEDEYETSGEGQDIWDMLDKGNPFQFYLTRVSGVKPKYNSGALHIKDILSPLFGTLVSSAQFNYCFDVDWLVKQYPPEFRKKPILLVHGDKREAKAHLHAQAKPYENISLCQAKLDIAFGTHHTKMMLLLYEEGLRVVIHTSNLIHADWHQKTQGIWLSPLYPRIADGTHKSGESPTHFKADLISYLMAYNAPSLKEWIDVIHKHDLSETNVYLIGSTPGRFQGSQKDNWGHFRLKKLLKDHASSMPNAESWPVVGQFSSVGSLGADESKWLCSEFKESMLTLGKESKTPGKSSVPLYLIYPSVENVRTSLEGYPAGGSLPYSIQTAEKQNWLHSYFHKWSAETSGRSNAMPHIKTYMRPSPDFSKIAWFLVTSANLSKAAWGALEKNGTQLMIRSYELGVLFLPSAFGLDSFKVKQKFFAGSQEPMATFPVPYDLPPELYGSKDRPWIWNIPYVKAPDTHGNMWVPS
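Steps: enzyme plus compound, 15 min RT; add biotin/phosphotyrosine-FITC oligonucleotide (15 nM final), react 5 min; add donor/acceptor beads (10 ug/ml final), 10 min; read AlphaScreen. Tdp1 at 1 nM final.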
DT40 TDP1 no CPT: qHTS for Inhibitors of human tyrosyl-DNA phosphodiesterase 1 (TDP1): qHTS in cells in absence of CPT | DT40 Tdp1-/- hTDP1 cells, no CPT, ATP luminescence, 48 h | Potency, µM (top dose mostly 46.2 µM), without a hit: at the top dose activity change, negative = growth inhibition, hits mostly inhibitors | 15% of 420,000 active; note: nearly all actives have a fitted effect of over 55% in size
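Camptothecin absent (DMSO only). Human TDP1-complemented DT40 knockout cells, 400 cells/well, 37 °C for minimum 48 hr; ATP measured via CellTiter-Glo, 30 min dark incubation, luminescence.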
* = called active by the depositor; ? = inconclusive; · = no result given; [ ] = remark or other dose. Calls come from the whole dose curve; as a rule, active = well fitted curve in the direction sought with a large enough effect; inconclusive = small, poorly fitted or top-dose-only effect, or another doubt; inactive = no such curve, though single readings can be large; an effect the other way counts as inactive or inconclusive. % is set by controls: 0 for no effect and ±100 for the full control effect; potency is the fitted concentration of half-maximal effect.

SMILES	DT40 TDP1 CPT	TDP1 inh	DT40 TDP1 no CPT
Cc1ccc([C@@H]2C[C@H]3[C@@H](CN2S(=O)(=O)c2ccc(Cl)cc2)C(=O)C[C@@H](c2cccc4ccccc24)N3S(=O)(=O)c2ccc(C)cc2)cc1	4%	·	-8%
O=c1c2ccc([N+](=O)[O-])cc2ncn1CCOc1cccc(Br)c1	?	5%	10µM*
COc1ccc(N(CC(=O)N2CCN(c3ccccc3)CC2)S(=O)(=O)c2c(C)noc2C)cc1	?	4%	?
Cc1nn(Cc2ccccc2)c(C)c1NC(=O)c1cc(-c2ccco2)on1	?	7%	?
CN(CC(=O)Nc1ccccc1F)S(=O)(=O)c1ccc2c(c1)n(C)c(=O)c(=O)n2C	7%	2%	2%
COC(=O)C1(C)NC(c2cccc(C)c2)C2C(=O)N(c3ccccc3)C(=O)C21 (configuration not stated)	-1%	·	3%
COc1ccc(S(=O)(=O)N2CCOC2CNC(=O)C(=O)NCCCn2ccnc2)cc1OC (configuration not stated)	-5%	-1%	1%
CCN(CC)C(=O)C1=C(C)N(Cc2ccc(C(C)(C)C)cc2)C(=O)C(CC(=O)NCCCCc2ccccc2)C1 (configuration not stated)	-103%	·	?
CC(C)(C)OC(=O)C[C@@H]1C/C=C\C[C@@H](CC(=O)N(CCO)Cc2ccccc2)C(=O)N[C@H](C(C)(C)C)COC1=O	21µM*	-3%	?
CCn1c(SCC(=O)NC2CCCCC2)nnc1C(C)NC(=O)c1ccccc1F (configuration not stated)	6%	17%	-13%
O=S(=O)(Cc1ccc(Cl)cc1)c1ncc(CO)n1Cc1ccccc1	-2%	4%	?
C/C(=N\Nc1ccccc1)c1cc2ccccc2oc1=O	19%	-4%	?

Arranged by SMILES length (largest number first): some entries from above
SMILES	DT40 TDP1 CPT	TDP1 inh	DT40 TDP1 no CPT
Cc1ccc([C@@H]2C[C@H]3[C@@H](CN2S(=O)(=O)c2ccc(Cl)cc2)C(=O)C[C@@H](c2cccc4ccccc24)N3S(=O)(=O)c2ccc(C)cc2)cc1	4%	·	-8%
CC(C)(C)OC(=O)C[C@@H]1C/C=C\C[C@@H](CC(=O)N(CCO)Cc2ccccc2)C(=O)N[C@H](C(C)(C)C)COC1=O	21µM*	-3%	?
CN(CC(=O)Nc1ccccc1F)S(=O)(=O)c1ccc2c(c1)n(C)c(=O)c(=O)n2C	7%	2%	2%
COc1ccc(S(=O)(=O)N2CCOC2CNC(=O)C(=O)NCCCn2ccnc2)cc1OC (configuration not stated)	-5%	-1%	1%
CCn1c(SCC(=O)NC2CCCCC2)nnc1C(C)NC(=O)c1ccccc1F (configuration not stated)	6%	17%	-13%
O=c1c2ccc([N+](=O)[O-])cc2ncn1CCOc1cccc(Br)c1	?	5%	10µM*
C/C(=N\Nc1ccccc1)c1cc2ccccc2oc1=O	19%	-4%	?

Continuation:
SMILES	DT40 TDP1 CPT	TDP1 inh	DT40 TDP1 no CPT
Cc1nc2ccc(NC(=O)NC(=O)c3c(Cl)cccc3Cl)cc2o1	-22%	2%	-29%
CC(NC(=O)COC(=O)c1ccc(N2CCCC2=O)cc1)c1ccc(F)cc1 (configuration not stated)	2%	-2%	7%
O=C(Nc1cccc(-n2cccn2)c1)C1CCCN(Cc2ccc(C#CCCO)cc2)C1 (configuration not stated)	?	5%	21µM*
CCCCN(CC)C(=O)Cn1nc(Cc2ccncc2)c2ccccc2c1=O	-10%	·	1%
O=C(N/N=C/c1ccc(N2CCOCC2)s1)c1ccc(O)cc1	-15%	·	-25%
Cc1ccc(-c2nn(-c3ccccc3)cc2C2CC(c3cccs3)=NN2C(=O)CCCC(=O)O)cc1 (configuration not stated)	-11%	5%	-12%
O=C(Nc1ccc(OC(F)(F)F)cc1)N1CCN(c2ccnc3cc(Cl)ccc23)CC1	4.6µM*	3%	5.2µM*
CCn1c(=O)n(CC)c2cc(S(=O)(=O)N3CCc4ccccc43)ccc21	13µM*	3%	18µM*
CCOC(=O)CSc1n[nH]c(=S)s1	-7%	-3%	0%
Cc1cc(N2CCN(S(=O)(=O)c3ccc(Cl)cc3)CC2)c2ccccc2n1	23µM*	6%	21µM*
COc1ccc(NC2CCCN(C(=O)c3ccc(C)c(N4CCNC4=O)c3)C2)cc1 (configuration not stated)	-15%	4%	-7%
CS(=O)(=O)N(CC(=O)NCCSCc1c(F)cccc1Cl)c1ccc2c(c1)OCO2	-9%	6%	-28%
Cc1nc2ccccc2n1C(=O)N1CCOCC1	-2%	5%	-2%
O=C(CNc1ccccc1N1CCCC1=O)Nc1cc(Cl)ccc1-n1cncn1	?	5%	-6%
COc1ccc(-n2ncc3c(=O)n(CC(=O)N4c5ccccc5CC4C)cnc32)cc1 (configuration not stated)	-13%	-7%[56.1 µM]	-19%
COc1ccc(CNC(=O)CSc2nnc(C3CC3)n2C2CC2)cc1	-9%	2%	-14%
Cc1cc(C)cc(NC(=O)CCCSc2nc3ccccc3[nH]2)c1	?	6%	?
CCOc1nc(N=C(N)N)nc2c(C)cccc12	16µM*	-2%	23µM*
NC(=S)Nn1c(CCC(=O)O)ccc1-c1ccccc1	8%	1%	-2%
CC(C)(C)NC(=O)CSc1nsc(SCC(=O)NC(C)(C)C)c1C#N	23µM*	1%	16µM*
Cn1cccc1/C=N/NC(=O)c1cccc(OC(F)(F)C(F)F)c1	14%	6%	-27%
O=C(NCc1ccco1)/C(=C\c1cccc([N+](=O)[O-])c1)NC(=O)c1ccco1	1%	1%	18%
CCCCOc1ccc(CNC(=O)CN2C(=O)CCn3nc(-c4cn(C)c5ccccc45)cc32)cc1	-13%	2%	-22%
CCN(C(=O)CN1C(=O)/C(=C/c2ccccc2F)SC1=S)C1CCS(=O)(=O)C1 (configuration not stated)	?	6%	?
CCC(=NCc1ccc(Cl)c(Cl)c1)c1nc(-c2ccco2)oc1O	?	10%	?
Clc1ccc(-c2noc(CN3CCN(c4ccccc4)CC3)n2)cc1	-16%	8%	?
Cc1nnc(NC(=O)CCn2c(=O)oc3ccccc32)s1	17%	3%	1%
CCCn1nc2cc(C(=O)NCCc3cccs3)ccc2c1OCC	-16%	3%	18µM*
COC(/C=C/Nc1ccc(C)c(C)c1)=C(C#N)C#N	-14%	1%	-7%
Cc1cc(=O)oc2cc(OCC(=O)NCC3CCCO3)ccc12 (configuration not stated)	-2%	-2%	-13%
Cc1ccc2nc(-c3c[nH]c4ccccc34)c(Nc3ccc(F)cc3)n2c1	15µM*	7%	18µM*
CCN(C(=O)CSc1nnc(-c2ccccc2Br)o1)C1CCS(=O)(=O)C1 (configuration not stated)	3%	0%	6%
O=C(Cc1cccc(C(F)(F)F)c1)N1CCCC1	5%	-12%[0.0935 µM]	?
Nc1nnn(CC(=O)N/N=C/c2ccccc2Cl)n1	4%	8%	7%
COc1ccc(N(C(=O)CNC(=O)c2ccco2)C(C(=O)NC2CCCC2)c2ccco2)cc1 (configuration not stated)	2%	4%	-6%
COc1ccccc1-n1cnnc1SCC(=O)NC1CCCC1	22%	1%	-3%

Structures from the list above containing a CF3 group, in the order listed:
SMILES	DT40 TDP1 CPT	TDP1 inh	DT40 TDP1 no CPT
O=C(Nc1ccc(OC(F)(F)F)cc1)N1CCN(c2ccnc3cc(Cl)ccc23)CC1	4.6µM*	3%	5.2µM*
O=C(Cc1cccc(C(F)(F)F)c1)N1CCCC1	5%	-12%[0.0935 µM]	?

Additional results follow.
SMILES	DT40 TDP1 CPT	TDP1 inh	DT40 TDP1 no CPT
CCCCn1c(NCc2ccncc2)nc2ccccc21	-15%	-5%	-17%
COc1ccc(CCNC(=O)CCCn2c(=O)c3ccccc3n(Cc3ccccc3C)c2=O)cc1OC	-24%	7%	-2%
COc1ccccc1C1C(C(C)=O)=C(O)C(=O)N1c1ccc(O)cc1 (configuration not stated)	2%	6%	-11%
CCCc1nnc(NC(=O)c2cc(=O)c3cc(C)c(C)cc3o2)s1	4%	-1%	-19%
COc1cc(OC)cc(C(=O)N2CCN(Cc3cccc(F)c3)CC2)c1	0%	1%	-18%
CCN(CC)S(=O)(=O)c1ccc2[nH]c(=O)cc(C(=O)NCC(c3ccco3)N3CCCC3)c2c1 (configuration not stated)	-2%	·	1%
CCc1nc2ccc(C(=O)Nc3ccc(OC)c(OC)c3)cn2c1N(C)C(=O)Cc1ccccc1	15%	·	-3%
O=C(CCNS(=O)(=O)c1ccc(OC(F)(F)F)cc1)NC1CC1	-9%	1%	-7%
CC1CN(N=Cc2ccc([N+](=O)[O-])o2)C(=N)O1 (configuration not stated)	21µM*	·	18µM*
CCc1ccc(-c2cc(C)no2)cc1S(=O)(=O)Nc1cccc(CN2CCCC2)c1	-14%	2%	21%
Cc1cccc(-c2c(NC(=O)c3ccco3)oc3ccc(Cl)cc3c2=O)c1	?	8%	26µM*
O=C(Cn1c(=O)n(-c2cccc(Cl)c2)c(=O)n1CC(=O)N1CCCCC1)N1CCCCC1	-8%	2%	-11%
CCOc1ccc2oc(C(=O)NCC(c3ccco3)N(C)C)c(C)c2c1 (configuration not stated)	16µM*	3%	23µM*
COc1ccc(Oc2cc(C(F)(F)F)cnc2C(N)=O)cc1	2%	0%	-17%
CN(C)c1ccc(C2OC(=O)C(C)(C)C(=O)C2(C)C)cc1 (configuration not stated)	-28%	1%	-27%
Cc1cccc(S(=O)(=O)c2c(N)n(/N=C/c3ccco3)c3nc4ccccc4nc23)c1	?	0%	?
CCOC(=O)c1cnn(C)c1NC(=O)c1ccc([N+](=O)[O-])cc1	-1%	·	-17%
Brc1ccc(-c2noc(-c3ccccn3)n2)o1	-13%	·	-17%
O=C(Nc1ccc(F)cc1)C(NC1CCCCC1)c1ccccc1 (configuration not stated)	-17%	8%	?
CCn1ncc(S(=O)(=O)N2CCN(c3cccc(OC)c3)CC2)c1C	5%	2%	6%
Cc1ccc(CNC(=O)CNC(=O)[C@@H]2Cc3ccccc3CN2C(=O)OC(C)(C)C)cc1	18%	1%	?
NC1=NN=C(N2N=C(c3ccco3)CC2(O)C(F)(F)F)n2ncnc2C1 (configuration not stated)	6%	8%	?
Cc1ccc(NC(=O)CCC(=O)NNC(=S)Nc2ccccc2)c(C)c1	6%	3%	-1%
COC(=O)c1c(SC)nc2ccccc2c1OCc1cc(C)ccc1C	-20%	-8%	?
Cn1c(=O)c2c(-c3ccccc3)n(-c3cc([N+](=O)[O-])ccc3N)cc2n(C)c1=O	?	·	?
Cc1ccccc1Cn1c(-c2cccs2)nc2ccccc21	?	-3%	16µM*
CN(c1ccc(C(=O)N/N=C/c2cccc([N+](=O)[O-])c2)cc1)S(=O)(=O)c1ccccc1	8.2µM*	·	?
COc1ccc(OCC(=O)NNC(=O)C(=O)Nc2ccccc2)cc1	6%	0%	25%
O=C1N[C@H](Cc2ccccc2)COC(=O)[C@H](Cc2ccc(F)cc2)C/C=C\C[C@@H]1CC(=O)N(CCO)Cc1ccccc1	?	2%	16µM*
CCOc1ccc(-c2csc(/C(C#N)=C\c3ccc(O)c([N+](=O)[O-])c3)n2)cc1	3.7µM*	5%	4.6µM*
Cc1cccc(N2CCN(S(=O)(=O)c3ccc4oc(=O)c5ncn(C)c5c4c3)CC2)c1C	?	2%	16µM*
O=C(O)c1ccc(-n2ccnc2)c([N+](=O)[O-])c1	5%	3%	-2%
COc1ccc(OCC(=O)Nc2ccc(S(=O)(=O)N3CCCC3)cc2)cc1	-24%	·	0%
O=C(NNC(=O)c1ccccc1O)c1ccc(Cl)cc1	18µM*	3%	16µM*
COc1ccc(OC)c(NC(=O)c2cccn2-c2nnc(N3CCCCC3)s2)c1	21µM*	3%	?
CCc1ccc(-c2nc(NC(=S)NC(=O)c3cccs3)sc2C)cc1	?	2%	?
Cc1noc(C)c1COc1ccc(C(=O)Nc2ncccc2O)cc1	?	·	?
C/C(Cl)=C/Cc1c(C)[nH]c2ccc(C)cc2c1=O	-20%	1%	-29%
CCc1cccc2c(-c3csc(=NC)n3C)c[nH]c12	?	6%	?
O=C(COC(=O)c1cc(Br)c(Br)s1)NCCC1=CCCCC1	23µM*	-3%	21µM*
Cn1c(CSc2ncccn2)nnc1SCC(=O)N1CCCc2ccccc21	3%	-3%	-2%
O=C(CSc1nncn2c1cc1sccc12)Nc1ccccc1C(F)(F)F	-19%	0%	-27%
CCC(=O)N1CCc2cc(Br)cc(S(=O)(=O)CCC(=O)Nc3ccc(CC)cc3)c21	-8%	0%	0%
Cc1nc(NC(=O)c2ccc([N+](=O)[O-])cc2Cl)sc1C(=O)N(C)C	?	-1%	?
CCc1ccc2c(c1)NC(c1cccnc1)=NC(c1ccc(C(C)(C)C)cc1)=N2	18µM*	9%	?
CC(=O)Nc1ccc(Oc2ccc(-c3noc(C)n3)cc2)cc1	0%	9%	-26%
COc1ccc(C(=O)N2CCC3(CCN(Cc4ccncc4)CC3)CC2)cc1	-2%	·	?

Compound activity: PubChem, National Center for Advancing Translational Sciences (NCATS)
